MrgX1 ag: agonists of human MrgX1 receptor. B-score at 10 µM. AID 588627. MrgX1-HEK293 cells, Fluo-4 calcium fluorescence, agonist mode; hits give high values. 0.44% of 310,000 active;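 active = calcium response B-score plate-corrected fluorescence ratio at least 3 library SD, with starting fluorescence B-score inside 5 SD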
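Material: HEK293 cells stably expressing human MrgX1 receptor | Quantity: 15,000 cells per well | Times: Cells plated overnight, dye loaded 0.5 h 37 °C, 0.5 h room temperature | Measured by: Kinetic Fluo-4 NW fluorescence of intracellular calcium | Control set: Positive and negative controls per plate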
MrgX1 antag: blocks BAM8-22 activation of human MrgX1 receptor. B-score at 10 µM. 1.3% of 310,000 active. MRGX1-HEK293 calcium flux, Fluo-4, BAM8-22 antagonism; hits give low values;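 active = calcium-response B-score plate-corrected more than 3 library SD below zero, starting fluorescence within 5 deviations, no agonist response on first addition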;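 also: peak minus trough fluorescence over baseline after final BAM8-22 challenge near maximal dose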
SKKanGAS inh: SKKanGAS growth inhibition | S. pyogenes SKKanGAS, kanamycin growth, BacTiter-Glo, 6 h | inhibition, % at 7.5 µM | 1.3% of 300,000 active;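 active = mean replicate score, as percent of positive control median, at least 50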;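 also: strain carries kanamycin resistance gene driven by streptokinase promoter and grows in 40 µg/ml kanamycin; loss of luminescence reflects streptokinase promoter inhibition or plain growth inhibition; 0% = median of DMSO wells and 100% = positive control at its reference dose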
MrgX1 allo act: allosterically activates human MrgX1 receptor signaling; B-score at 10 µM; MrgX1-HEK293, Fluo-4 calcium flux, FDSS; hits give high values; 0.63% of 310,000 active;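 active = plate-corrected calcium response at least 3 library SD above typical, normal starting fluorescence, not activating the receptor alone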;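 also: compound read alongside a low EC10 to EC30 dose of BAM8-22 agonist; peak minus trough fluorescence over baseline measured at the second addition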
ANO1 activ: activates or potentiates the mouse TMEM16A chloride channel | HEK293 TMEM16A/YFP-H148Q/I152L, iodide quench fluorescence; hits give low values | 0.3% of 340,000 active | AID 623877 | Q8BHY3 | B-score at 10 µM;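 active = fluorescence-ratio B-score plate-corrected deviation score at least 3 library SD below zero, with starting fluorescence score within 5 deviations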;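 also: channel opened by trigger with iodide after compound preincubation; score built on the fluorescence ratio of max minus min over baseline; more negative score means more quench and so TMEM16A activation or potentiation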
TRPC6 activator: activators of mouse TRPC6 channel | B-score at 10 µM | HEK293-TRPC6 membrane potential dye fluorescence; hits give high values | Q61143 | AID 2550 | 0.13% of 310,000 active;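 active = B-score of the integrated fluorescence ratio above library mean plus 3 SD, and starting fluorescence ratio within library mean plus 5 SD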;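 also: higher score means more depolarization so channel activation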
TRPC4 PAM: TRPC4 (mouse) allosteric potentiation. HEK293 TRPC4beta/mu-opioid, DAMGO EC20, Fluo-4 Ca2+ flux; hits give high values. B-score at 10 µM. 0.42% of 310,000 active;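 active = B-score of calcium response area above 5 SD of library B-scores, with initial fluorescence ratio within 5 SD of library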;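 also: B-score of integrated fluorescence ratio over time as area under calcium response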
Target sequence (Q9QUQ5 whole entry, looked up): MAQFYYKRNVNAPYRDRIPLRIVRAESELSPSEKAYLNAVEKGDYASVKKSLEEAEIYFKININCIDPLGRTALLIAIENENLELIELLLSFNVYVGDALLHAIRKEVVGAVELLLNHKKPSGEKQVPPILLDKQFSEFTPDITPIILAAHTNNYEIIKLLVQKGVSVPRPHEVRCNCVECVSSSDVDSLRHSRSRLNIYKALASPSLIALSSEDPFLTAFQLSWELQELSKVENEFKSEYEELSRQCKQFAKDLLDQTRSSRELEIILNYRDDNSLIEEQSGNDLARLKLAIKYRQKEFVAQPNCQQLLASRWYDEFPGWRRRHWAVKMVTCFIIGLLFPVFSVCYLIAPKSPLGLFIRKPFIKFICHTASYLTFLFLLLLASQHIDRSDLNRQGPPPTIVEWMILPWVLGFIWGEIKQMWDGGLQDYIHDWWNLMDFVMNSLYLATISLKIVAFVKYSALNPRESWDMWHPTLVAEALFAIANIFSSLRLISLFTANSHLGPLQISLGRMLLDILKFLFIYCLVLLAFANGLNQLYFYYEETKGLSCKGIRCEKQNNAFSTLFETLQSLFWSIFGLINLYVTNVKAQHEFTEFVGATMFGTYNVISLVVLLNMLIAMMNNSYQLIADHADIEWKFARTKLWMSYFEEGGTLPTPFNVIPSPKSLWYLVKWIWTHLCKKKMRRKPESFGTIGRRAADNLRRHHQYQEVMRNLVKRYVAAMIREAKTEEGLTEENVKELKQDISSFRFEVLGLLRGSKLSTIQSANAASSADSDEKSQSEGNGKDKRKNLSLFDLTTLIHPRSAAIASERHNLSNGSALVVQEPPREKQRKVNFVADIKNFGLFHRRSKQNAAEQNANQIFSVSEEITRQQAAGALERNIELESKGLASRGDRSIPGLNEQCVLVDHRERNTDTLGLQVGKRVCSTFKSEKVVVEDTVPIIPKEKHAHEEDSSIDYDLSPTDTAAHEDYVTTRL
TRPC4 inh: blocks the mouse TRPC4 cation channel; Q9QUQ5; HEK293 TRPC4beta/mu-opioid, DAMGO-evoked Fluo4 calcium flux; hits give low values; B-score at 10 µM; 0.39% of 300,000 active; AID 2247;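 active = B-score over 3 SD under the library average, no early fluorescence shift, positive overall ratio signal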
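Assay system: HEK293 cells with stable TRPC4beta plus mu-opioid receptor expression; Probe or stimulus: DAMGO in two steps, submaximal then maximal; Dosing: single-point compound dosing; Measured by: Fluo4 calcium-dye fluorescence, kinetic read; Read-out basis: B score from integrated Fluo4 fluorescence ratio.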
ANO1 block: mouse TMEM16A channel inhibition, primary screen; AID 588511; normalized B-score (activity score, 25-100; higher = stronger inhibition) at 10 µM; 1.2% of 310,000 active; Q8BHY3; HEK293 TMEM16A/YFP iodide influx fluorescence, ionomycin;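 active = ratio plate-corrected score three or more library SD toward inhibition, starting fluorescence score within five deviations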;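 also: score derived from kinetic fluorescence span divided by baseline fluorescence per well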
TRPC4 agonist: opens the mouse TRPC4 cation channel | B-score at 10 µM | 0.49% of 310,000 active | Q9QUQ5 | HEK293 TRPC4beta/mu-opioid, Fluo4 calcium fluorescence; hits give high values;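 active = B-score above 5 SD of library B-scores, and initial fluorescence ratio not above library mean plus 5 SD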;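 also: positive B-score marks a calcium rise read as TRPC4 activation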
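Material: HEK293 stable line with TRPC4beta plus mu-opioid receptor; technique: Fluo4 calcium-sensitive dye fluorescence, kinetic, 1 Hz baseline; timing: Fluo4 dye loading 45 min at room temperature, 110 s recording; controls: assay buffer as low control, maximal DAMGO as high control; read-out: integrated baseline-normalised fluorescence ratio, converted to per-well B score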
TRPC6 inhibitor: mouse TRPC6 channel inhibition. AID 2553. B-score at 10 µM. Q61143. 1.1% of 310,000 active. HEK293-TRPC6, membrane potential dye, ACh-evoked depolarization; hits give low values;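 active = B-score under library mean minus 3 SD, initial fluorescence not abnormally high, positive integrated signal ratio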;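 also: B-score derived from integrated fluorescence ratio over the kinetic read; more negative B-score means stronger inhibition of depolarization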
The depositor's hits bear a star; i = inactive; . = no result given.

mol	TRPC6 inhibitor	SKKanGAS inh	TRPC4 PAM	ANO1 block	ANO1 activ	MrgX1 ag	TRPC4 agonist	MrgX1 antag	TRPC6 activator	TRPC4 inh	MrgX1 allo act
CCn1cc(C(=O)N2CCc3ccccc32)c(=O)c2cc(S(=O)(=O)N3CCCCCC3)ccc21	i	5.4	i	i	i	i	i	i	i	i	i
O=C(c1ccc(COc2ccccc2Cl)o1)N1CCOCC1	i	1.9	i	i	i	i	i	i	i	i	i
Cc1cccc(C)c1NC(=O)CN	i	-9.0	i	i	i	i	i	i	i	i	i
COc1ccc(CN2CCNC(=O)C2CC(=O)N(C)CCC2CCOCC2)c(OC)c1 (stereo not given)	i	-2.7	i	i	i	i	i	i	i	i	i
O=C(CN1CCN(Cc2ccccc2)CC1)Nc1cccc(C(F)(F)F)c1	i	-3.2	i	i	i	i	i	i	i	i	i
Cn1c(CS/C(N)=N/N=C/c2ccccc2)c(Br)c(=O)n1-c1ccccc1	i	-4.5	i	i	i	46.1*	i	i	i	i	i
O=C1CN(CC(=O)NC2CCCc3ccccc32)CCN1 (stereo not given)	i	-0.4	i	i	i	i	i	i	i	i	i
CC(C)N1CCN(Cc2ccsc2)CC1CCO (stereo not given)	i	-7.1	i	i	i	i	i	i	i	i	i
CCOc1ccc(-n2cnnn2)cc1S(=O)(=O)N1CCC(C)CC1C (stereo not given)	i	-2.5	i	i	i	i	i	i	i	i	i
O=C(CN1C(=O)NC2(CCCCCC2)C1=O)c1ccc(OC(F)F)cc1OC(F)F	i	-2.0	i	i	i	i	i	i	i	i	i
COc1ccc(S(=O)(=O)Nc2ccc(Oc3ncccn3)c(Cl)c2)cc1	i	8.0	i	i	i	i	i	i	i	i	i
S=C(Nc1ccccc1)N1CCN(C(=S)c2ccccc2)CC1	i	-18.9	i	i	i	i	i	i	i	i	i
O=C(CCCCO)c1ccc(O)c(Cl)c1	i	3.3	i	i	i	i	i	i	i	i	i
O=C(NCc1ccccc1)Nc1cccn(Cc2ccc(F)cc2)c1=O	i	0.9	i	i	i	i	i	i	i	i	i
CC(=O)N(c1ccccc1)C1CC(C)N(C(=O)c2ccccc2)c2ccccc21 (stereo not given)	i	-1.9	i	i	i	i	i	i	i	i	i
COc1ccc(S(=O)Cc2ccc(C(=O)NC3CC3)o2)cc1 (stereo not given)	i	2.7	i	i	i	i	i	i	i	i	i
CCCOC(=O)CSC1=C(C#N)C(c2ccccc2OCC)C(C#N)C(=O)N1 (stereo not given)	i	3.1	i	i	i	i	i	i	i	i	i
Cn1c(=O)n(CCCOc2ccc(Cl)cc2)c2ccccc21	i	-10.7	i	i	i	i	i	i	i	i	i
O=C1CCCCC1c1cccc2ccccc12 (stereo not given)	i	0.8	i	i	i	i	i	i	i	i	i
CCC(C)(C)n1nnnc1C(c1ccc(O)c(OC)c1)N1CCN(c2nc3ccccc3s2)CC1 (stereo not given)	i	.	i	i	i	i	58*	i	i	i	i
CC(C)(C)NC(=O)C(=O)NC(=O)c1c(F)cccc1Cl	i	-1.1	i	i	i	i	i	i	i	i	i
CCn1c(SCC(=O)OC2CCCCC2)nc2ccccc2c1=O	i	-2.2	i	i	i	i	i	i	i	i	i
CC(=O)c1c(C)nc(C)nc1NC(=O)Cc1ccccc1	i	-0.8	i	i	i	i	i	i	i	i	i
COc1cc2c(cc1OC)C(c1ccco1)CC(=O)N2 (stereo not given)	i	-3.5	i	i	i	i	i	i	i	i	i
CSc1nc2cc3c(cc2n1C(=O)c1ccc(C)cc1)OCCO3	i	-3.7	i	i	i	i	i	i	i	i	i
Cc1onc(-c2c(F)cccc2Cl)c1C(=O)N[C@@H]1C(=O)N2C(C(=O)O)C(C)(C)S[C@H]12 (stereo not given in full)	.	.	.	i	i	i	.	i	.	.	i
Cc1nc2cc(-n3ccc(=O)cc3)ccc2n1-c1ccccc1	i	-3.1	i	i	i	i	i	i	i	i	i
CCOc1ccc(N2C(=O)CC(n3ccc(C)n3)C2=O)cc1 (stereo not given)	i	1.2	i	i	i	i	i	i	i	i	i
COCON1C(=O)CN(C(C)=O)C1c1ccc(Cl)cc1Cl (stereo not given)	i	2.3	i	i	i	i	i	i	i	i	i
O=C(Nc1cc(Cl)ccc1Cl)C1CCCO1 (stereo not given)	i	-0.8	i	i	i	i	i	i	i	i	i
O=C(NCC(c1ccco1)N1CCCC1)c1sc2ccccc2c1Cl (stereo not given)	i	-1.8	i	i	i	i	43*	i	i	i	i
CC(c1ccon1)N(C)Cc1cn(C)nc1-c1ccc2c(c1)OCCO2 (stereo not given)	i	-2.5	i	i	i	i	i	i	i	i	i
CCOc1ccccc1OCCC(=O)OCC(=O)Nc1c(C)cc(C)cc1C	i	2.6	i	i	i	i	i	i	i	i	i
CC(C)C(NC(=O)Cc1ccccc1[N+](=O)[O-])C(C)C	i	5.5	i	i	i	i	i	i	i	i	i
CCOC(=O)c1ccc(NC(=S)NCC(O)c2ccccc2)cc1 (stereo not given)	i	-3.8	i	i	i	i	i	i	i	i	i
CCCOc1cccc(C(=O)Nc2cccnc2)c1	i	3.5	i	i	i	i	i	i	i	i	i
CCOC(=O)C1CCN(Cc2cccc(OCc3ccccc3)c2)CC1	i	2.9	i	i	i	i	i	i	i	i	i
COC(c1ccccc1)c1nnc(CCC(=O)NC2CCCCC2)o1 (stereo not given)	i	6.1	i	i	i	i	i	i	i	i	i
O=C(c1ccc(S(=O)(=O)N2CCOCC2)cc1)N1CCOCC1	i	5.0	i	i	i	i	i	i	i	i	i
CC(C)n1nnnc1SCC(=O)c1ccc2c(c1)OCCO2	i	6.1	i	i	i	i	i	i	i	i	i
O=C1CC(c2ccco2)Sc2ccccc2N1 (stereo not given)	i	-1.8	i	i	i	i	i	i	i	i	i
CCCCCOc1ccc(NC(=O)c2cc(SC)ccc2Cl)cc1	i	-0.1	i	i	i	i	i	i	i	i	i
Cc1cccc(C)c1NC(=O)C(NC=O)c1ccc(N(C)C)cc1 (stereo not given)	i	2.7	i	i	i	i	i	i	i	i	i
O=C(c1cc([N+](=O)[O-])cc([N+](=O)[O-])c1)N1CCN(Cc2ccc3c(c2)OCO3)CC1	i	-1.1	i	i	i	i	i	i	i	i	i
COc1ccc(C(CNC(=O)Cc2ccc(-c3ccccc3)cc2)N(C)C)cc1 (stereo not given)	i	-4.9	i	i	i	i	202*	i	i	i	i
Cc1ccc(C(=O)NC(=S)Nc2ccc(N3CCOCC3)cc2)cc1C	i	16.1	i	i	i	i	i	i	i	i	i
O=C(CSCc1cccc(Cl)c1)N1CCN(Cc2ccc3c(c2)OCO3)CC1	i	1.9	i	i	i	i	i	i	i	-7*	i
O=C(NN1C(=O)c2ccccc2NC1c1ccco1)c1ccc([N+](=O)[O-])cc1 (stereo not given)	i	3.2	i	i	i	i	i	i	i	i	i
CC(C)Cn1c(SCC(=O)NCc2ccco2)nnc1-c1ccncc1	i	2.4	i	i	i	i	i	i	i	i	i
COc1ccc(/C=C(\NC(=O)c2cccs2)C(=O)Nc2ccccc2C)cc1OC	i	5.2	i	i	i	i	i	i	i	i	i

Carrying on.
mol	TRPC6 inhibitor	SKKanGAS inh	TRPC4 PAM	ANO1 block	ANO1 activ	MrgX1 ag	TRPC4 agonist	MrgX1 antag	TRPC6 activator	TRPC4 inh	MrgX1 allo act
COc1ccc(-c2nc3ccccc3c(=O)n2NC(=O)Cc2ccccc2)cc1	i	-3.4	i	i	i	i	i	i	i	i	i
CC(=O)Nc1ccc(S(=O)(=O)Oc2ccc(Br)cc2C(=S)N2CCOCC2)cc1	i	3.4	i	i	i	i	i	i	i	i	i
COc1ccc(/C=C(/NC(=O)c2ccc(C)cc2)C(=O)NCc2ccncc2)cc1	i	-11.5	i	i	i	i	i	i	i	i	i
Cc1ccc(S(=O)(=O)NCC(=O)OCc2nnc(-c3ccccc3)o2)cc1C	i	-1.4	i	i	i	i	i	i	i	i	i
CC(=O)c1sc2nc(-c3cccs3)cc(C(F)(F)F)c2c1N	i	-0.1	i	i	i	i	i	-10.2*	i	i	i
Cn1c(SCc2nnc(-c3ccc(F)cc3)o2)nnc1C1COc2ccccc2O1 (stereo not given)	i	-4.7	i	i	i	i	i	i	i	i	i
CN1C2=NCCN2C(=O)c2cc(Cl)ccc21	i	0.2	i	i	i	i	i	i	i	i	i
COc1ccc(-c2nn(-c3ccccc3)cc2/C=C2/SC(=S)N(CCC(=O)O)C2=O)c(C)c1	i	47.7	i	i	i	i	i	i	i	i	i
Cc1ccc(/C=N\NC(=O)CC(=O)NCCc2ccccc2)cc1	i	-0.6	i	i	i	i	i	i	i	i	i
Cc1ccnc(NC(=O)c2ccc3c(c2)C(=O)N(CCC(C)C)C3=O)c1	i	-2.7	i	i	i	i	i	i	i	i	i
COc1ccc(-c2cn3cccnc3n2)cc1NC(=O)c1ccc(Br)o1	i	-6.0	i	i	i	i	i	i	i	i	i
Cc1cc(Cl)ccc1NC(=S)NCc1ccccc1	i	-2.6	i	i	i	i	i	i	i	i	i
C#CCOCCOCCOCCNc1nc(N2CCN(C(=O)[C@H]([C@@H](C)CC)n3cc(CCCN=C(N)N)nn3)CC2)nc(N2CCN(C(=O)[C@H](CCCCN)n3cc(CCCC)nn3)CC2)n1	i	8.8	i	i	i	i	i	i	i	i	i
COC(=O)c1ccc2c(=O)n(Cc3ccc(C(=O)NC4CCCC4)cc3)c(=S)[nH]c2c1	i	1.0	i	i	i	i	i	i	i	i	i
CCOc1cc(N2CCOCC2)c(OCC)cc1NC(=O)CCC1CCCC1	i	-2.5	i	i	i	i	i	i	i	i	i
Cc1cccc(N2CCN(S(=O)(=O)c3cc(-c4cc(C)no4)ccc3C)CC2C)c1 (stereo not given)	i	-2.9	i	i	i	i	i	i	i	i	i

An unsorted share of the library. About 6.7% of those tested had a hit in this group.
